ASM inhibitor – blocks human secretory acid sphingomyelinase | Potency, µM (titrated, usually from 57.5 µM), inactives show at the highest dose activity change, negative = inhibition, most hits filed as inhibitors | AID 504937 | placental ASM, HMU-PC fluorogenic substrate, 60 min | P17405 | 340,000 tested, 0.006% active; further: potency means the concentration at half of the fitted maximal effect
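Human placenta-derived ASM preincubated with compound 10 min at room temperature, then reacted with 9 uM (final) fluorogenic HMU-PC substrate for 60 min at 37 C. Stop solution raises pH to 10; fluorescence read at Ex 386/Em 447 nm.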
A-T KAP1 phos – potential ataxia-telangiectasia treatment; […] A-T fibroblasts, KAP-1 phosphorylation AlphaLISA; neocarzinostatin DNA damage 30 min before lysis; Potency, µM (series often up to 57.5 µM), for the others: at the highest dose activation, most hits filed as activators; 320,000 tested, 0.19% active; further: potency means the concentration at half of the fitted maximal effect; % of control where 0% means no effect; nearly all actives have a fitted effect of over 45% in size
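ATM-like activity read as KAP-1 phosphorylation via AlphaLISA donor/acceptor antibody pairs after lysis and 6 hr at 25C. Cells were ATM-null patient fibroblasts ([…], hTERT), dosed 60 min, then exposed to the DSB inducer NCS for 30 min.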
GALK inhibitor – inhibitors of human galactokinase. AID 1868. 270,000 tested, 0.007% active. Potency, µM (highest dose often 57.5 µM), without a hit: at the top dose activity change, negative = inhibition, actives largely listed as inhibitors. P51570. Purified GALK, Kinase-Glo residual ATP luminescence; further: potency means the concentration at half of the fitted maximal effect; on the % scale 0 is the no-effect control and ±100 the full control effect
Target sequence (P51570 whole entry, looked up): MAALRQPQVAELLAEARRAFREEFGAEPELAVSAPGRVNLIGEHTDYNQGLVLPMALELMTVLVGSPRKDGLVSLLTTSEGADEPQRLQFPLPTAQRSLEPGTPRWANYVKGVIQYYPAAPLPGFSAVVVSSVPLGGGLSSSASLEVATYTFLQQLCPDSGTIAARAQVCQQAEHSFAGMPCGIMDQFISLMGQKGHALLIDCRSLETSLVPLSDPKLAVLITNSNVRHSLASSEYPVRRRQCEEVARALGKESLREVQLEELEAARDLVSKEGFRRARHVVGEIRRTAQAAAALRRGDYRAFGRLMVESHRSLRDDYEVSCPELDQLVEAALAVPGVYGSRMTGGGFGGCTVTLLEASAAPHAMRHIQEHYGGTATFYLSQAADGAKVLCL
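5 nM enzyme, 35 uM ATP, 100 uM galactose, 20 mM HEPES pH8.0, 5 mM MgCl2; 1 h RT; residual ATP by Kinase-Glo Plus luminescence, qHTS format.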
KCNH2 3.1 inh – inhibitors of human KCNH2 3.1 potassium channel isoform | U2OS KCNH2 3.1, thallium flux FluxOr; active compounds read low | activity change, % (tested at about 1.8 µM) | 340,000 tested, 0.95% active;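 active means maximum activity change below -70%; inconclusive means maximum activity change from -70% to -50%; inactive means maximum activity change above -50%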;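 further: thallium influx rate constant from kinetic fluorescence after stimulation buffer; on the % scale 0 is the no-effect control and ±100 the full control effect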
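Measured as rate of thallium-driven FluxOr signal in transduced U2OS cells carrying the 3.1 channel, read kinetically for 2 min upon stimulation; values are rate constants scaled to DMSO control wells.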
a7 integrin act – integrin-mediated muscular dystrophy alleviation activation; AID 624291; Potency, µM (titrated, usually from 38.3 µM), without a hit: at the top dose activation, most hits filed as activators; 350,000 tested, 0.064% active; alpha7betagal myoblasts, beta-gal FDG fluorescence, 48 h;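 further: potency means the concentration at half of the fitted maximal effect; 100% = response of the positive control SU9516; nearly all actives have a fitted effect of over 60% in size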
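alpha7betagal+/- myoblasts (passage 13, 250/well) treated 48 h at 37C with compounds at 1:260 dilution of DMSO stock. Lysed, then beta-galactosidase activity read as FDG fluorescence (ex 480/em 540) after 30 min, with pre-read for autofluorescence.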
TRPV1 ag – human TRPV1 agonism | TRPV1-expressing cells, Fluo-8 calcium influx, agonist mode | 320,000 tested, 0.19% active | activation, % at 8.33 µM | Q8NER1; in the data active means activation above about 80%; inconclusive means between about 30% and that limit; further: 0% is about no effect
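TRPV1-expressing cells were cultured overnight at 35.5C and loaded with Fluo-8 calcium dye for 40 to 90 min at room temperature. After a 10 s baseline, compound was added and calcium influx was read kinetically for 3 min (ex 480/em 520 nm).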
MBNL1-CUG inh – blocks human MBNL1 binding to CUG repeat RNA; Q9NR56; TR-FRET MBNL1-His/biotin-(CUG)12 binding, 665/545 ratio; Potency, µM (titrated, usually from 57.5 µM), for inactives: top-dose activity change, negative = inhibition, hits mostly inhibitors; 280,000 tested, 0.036% active; AID 2675; active means well fitted inhibition curve with a large enough effect in the signal ratio, with a control signal flat, not every such curve was filed as active; inconclusive means small, poorly fitted or top-dose-only effect, or effect the other way, or a change in a side signal; inactive means no such curve, though single readings can be large or run the other way; the % refers to the signal ratio; further: potency means the concentration at half of the fitted maximal effect; on the % scale 0 is the no-effect control and ±100 the full control effect
Target sequence (Q9NR56 whole entry, looked up): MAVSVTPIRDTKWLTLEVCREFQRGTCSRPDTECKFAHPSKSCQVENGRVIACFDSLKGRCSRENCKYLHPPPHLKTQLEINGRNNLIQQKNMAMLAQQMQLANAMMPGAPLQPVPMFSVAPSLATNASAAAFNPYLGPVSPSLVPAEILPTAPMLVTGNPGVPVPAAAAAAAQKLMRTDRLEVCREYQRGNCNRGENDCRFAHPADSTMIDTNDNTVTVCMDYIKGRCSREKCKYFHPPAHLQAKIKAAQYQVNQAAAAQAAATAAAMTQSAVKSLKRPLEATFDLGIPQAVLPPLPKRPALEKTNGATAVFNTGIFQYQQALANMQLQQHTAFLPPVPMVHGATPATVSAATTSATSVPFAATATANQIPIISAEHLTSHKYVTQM
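TR-FRET between His-tagged MBNL1 and biotin-(CUG)12 RNA, detected with Tb anti-His antibody (0.055 ng/ul) and streptavidin-XL665 (5 nM), 60 min at room temperature. Compounds titrated 92 nM to 58 uM; 665/545 nm ratio normalized to buffer and complex controls.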
CXXC DNA block – blocks binding of human MLL CXXC domain to DNA; Q03164; AID 2662; MLL-CXXC / FITC-HOXA9 DNA fluorescence polarization; 290,000 tested, 0.037% active; Potency, µM (highest dose often 115 µM), for inactives: at the top dose activity change, negative = inhibition, hits mostly inhibitors; active means well fitted inhibition curve with a large enough effect in the polarisation, with a control signal flat, not every such curve was filed as active; inconclusive means small, poorly fitted or top-dose-only effect, or effect the other way, or a change in a side signal; inactive means no such curve, though single readings can be large or run the other way; the % refers to the polarisation; further: potency means the concentration at half of the fitted maximal effect
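Steps: dispense CXXC domain solution (7 uM) → pin compounds or unlabeled HOX-A9 DNA control → 5 min ambient → add FLSN-HOX-A9 solution (50 nM) → spin → 30 min ambient → fluorescence polarization. Tris pH 7.5/NaCl/DTT/BSA buffer.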
FBPA coupling cs – inhibits coupling enzyme system, counter-screen for aldolase hits. AID 2472. activity change, negative = inhibition, % at 58.2 µM, hits read low. 290,000 tested, 0.67% active. coupling enzyme system counterscreen, AmpLite Red fluorescence; in the data active means activity change below about -30%; further: on the % scale 0 is the no-effect control and ±100 the full control effect
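Compounds tested against the coupling enzymes alone at 57.5 uM final; readout was AmpLite Red fluorescence (525/598 nm) after 20 min at RT.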
hERG WT inh – blocks the wildtype human KCNH2 potassium channel; Q12809; activity change, % at 1.84 µM; U2OS, BacMam KCNH2, thallium flux FluxOr; active compounds read low; AID 720551; 340,000 tested, 0.37% active;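 active means maximum activity change below -70%; inconclusive means maximum activity change between -70% and -50%; inactive means maximum activity change above -50%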; further: on the % scale 0 is the no-effect control and ±100 the full control effect
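U2OS cells were transduced with wild-type KCNH2 virus (2.03 x 10^8 / mL) for 4 h at room temperature, then cultured overnight at 37 C. Thallium flux was read with FluxOr dye. Rate constants were normalized to DMSO controls.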
Numbers without * were called inactive; ? = inconclusive; . = not tested or not shown; [ ] = dose if it differs, or a comment. Unless noted, the call rests on the fitted dose curve; in most records, active means well fitted curve in the direction sought with a large enough effect; inconclusive means small, poorly fitted or top-dose-only effect, or another doubt; inactive means no such curve, though single readings can be large; an effect the other way counts as inactive or inconclusive. The order is random. About 2% of those tested had a hit in this group.

Fields – CXXC DNA block, TRPV1 ag, a7 integrin act, A-T KAP1 phos, FBPA coupling cs, GALK inhibitor, MBNL1-CUG inh, ASM inhibitor, KCNH2 3.1 inh, hERG WT inh
- CCCn1cnnc1CNC(=O)C1CCC(=O)N(CCc2ccc(OC)cc2)C1 (stereo not given)
    9%, -3, 0%, -1%, 6, 8%, 1%, 4%, 3, -2
- O=C(CNC(=O)c1[nH]cnc1C(=O)N[C@@H](Cc1ccccc1)C(=O)OCc1ccccc1)OCc1ccccc1
    -14%, ?, -19%, -12%, -2, ., 0%, -2%, -19, 6
- CCc1nnc(N2CCN(c3ncnc4c3oc3ccccc34)CC2)s1
    -5%, 1, -18%, -11%, 1, -2%, 0%, 1%, 2, 10
- COc1ccc(C(=O)O)cc1S(=O)(=O)Nc1ccccc1Cc1ccccc1
    11%, 1, 13%, 10%, 10, -5%, -7%, 2%, 4, 22
- COc1cccc(CNC(=O)CN(C)S(=O)(=O)c2ccc3c(c2)c(=O)n(C)c(=O)n3C)c1
    ., 0, -16%, -2%, 2, ., 0%, 0%, 6, 4
- Cc1cc(C(F)(F)Cl)n2ncc(-c3ccccn3)c2n1
    -4%, 0, 0%, -1%, 2, 0%, 14%, -1%, -6, -1
- COc1ccc(CCN2CC(C(=O)NCCc3ccc(C(F)(F)F)cc3)CCC2=O)cc1 (stereo not given)
    0%, 2, 3%, 16%, ., 0%, -7%, 2%, 27, -2
- CCN(CC)CCNC(=O)c1ccc(N2CCCCC2)c(NS(=O)(=O)c2ccc(C)cc2)c1
    ?, 0, -47%[inhibitor], -1%, -3, 0%, ?, -3%, -10, 18
- Cc1c(NC(=O)c2ccc(Br)o2)c(=O)n(-c2ccccc2)n1C
    3%, -5, 29%, 9%, 1, 0%, -3%, -1%, 0, 3
- COCCNC(=O)CN(C(=O)CCC(=O)Nc1ccccn1)c1ccc(F)c(Cl)c1
    17%, -2, ., 3%, 2, -1%, 11%, ., ., .
- COc1cc(C(c2c(NC(=O)c3ccco3)sc(C)c2C)N2CCOCC2)cc(OC)c1OC (stereo not given)
    ., ?, -8%, -11%, ., ., ., -5%, -2, -2
- CC/C(=N\NC(=O)Nc1ccccc1)c1ccccc1
    14%, 14, 15%, 7%, 0, 0%, 0%, 7%, 0, -3
- Cc1ccccc1C(=O)NCc1nnc(SCC(=O)N2c3ccccc3Sc3ccccc32)n1C
    ?, 2, -6%, 0%, -1, 0%, 0%, 2%, 2, -4
- Cc1ccc(C(=O)Nc2nc(-c3cc(Cl)sc3Cl)cs2)cc1
    16%, 30, 0%, 0%, 0, -1%, -1%, -1%, 6, 2
- O=C1SC(c2ccccc2)=N/C1=C/c1ccco1
    -1%, 1, -19%, -11%, 0, -1%, 5%, -3%, 1, 6

Copied from the listing for reference:
Fields – CXXC DNA block, TRPV1 ag, a7 integrin act, A-T KAP1 phos, FBPA coupling cs, GALK inhibitor, MBNL1-CUG inh, ASM inhibitor, KCNH2 3.1 inh, hERG WT inh
- CCCn1cnnc1CNC(=O)C1CCC(=O)N(CCc2ccc(OC)cc2)C1 (stereo not given)
    9%, -3, 0%, -1%, 6, 8%, 1%, 4%, 3, -2
- O=C(CNC(=O)c1[nH]cnc1C(=O)N[C@@H](Cc1ccccc1)C(=O)OCc1ccccc1)OCc1ccccc1
    -14%, ?, -19%, -12%, -2, ., 0%, -2%, -19, 6
- CCc1nnc(N2CCN(c3ncnc4c3oc3ccccc34)CC2)s1
    -5%, 1, -18%, -11%, 1, -2%, 0%, 1%, 2, 10
- COc1ccc(C(=O)O)cc1S(=O)(=O)Nc1ccccc1Cc1ccccc1
    11%, 1, 13%, 10%, 10, -5%, -7%, 2%, 4, 22
- COc1cccc(CNC(=O)CN(C)S(=O)(=O)c2ccc3c(c2)c(=O)n(C)c(=O)n3C)c1
    ., 0, -16%, -2%, 2, ., 0%, 0%, 6, 4
- Cc1cc(C(F)(F)Cl)n2ncc(-c3ccccn3)c2n1
    -4%, 0, 0%, -1%, 2, 0%, 14%, -1%, -6, -1
- COc1ccc(CCN2CC(C(=O)NCCc3ccc(C(F)(F)F)cc3)CCC2=O)cc1 (stereo not given)
    0%, 2, 3%, 16%, ., 0%, -7%, 2%, 27, -2
- CCN(CC)CCNC(=O)c1ccc(N2CCCCC2)c(NS(=O)(=O)c2ccc(C)cc2)c1
    ?, 0, -47%[inhibitor], -1%, -3, 0%, ?, -3%, -10, 18
- Cc1c(NC(=O)c2ccc(Br)o2)c(=O)n(-c2ccccc2)n1C
    3%, -5, 29%, 9%, 1, 0%, -3%, -1%, 0, 3
- COCCNC(=O)CN(C(=O)CCC(=O)Nc1ccccn1)c1ccc(F)c(Cl)c1
    17%, -2, ., 3%, 2, -1%, 11%, ., ., .
- COc1cc(C(c2c(NC(=O)c3ccco3)sc(C)c2C)N2CCOCC2)cc(OC)c1OC (stereo not given)
    ., ?, -8%, -11%, ., ., ., -5%, -2, -2
- CC/C(=N\NC(=O)Nc1ccccc1)c1ccccc1
    14%, 14, 15%, 7%, 0, 0%, 0%, 7%, 0, -3

(listing goes on)
Fields – CXXC DNA block, TRPV1 ag, a7 integrin act, A-T KAP1 phos, FBPA coupling cs, GALK inhibitor, MBNL1-CUG inh, ASM inhibitor, KCNH2 3.1 inh, hERG WT inh
- Cc1ccc2[nH]cc(CCNC(=O)/C=C/c3ccco3)c2c1
    -14%, 14, ?, -3%, -1, 1%, 15%, -6%, 9, 2
- CCn1c(=NC(=O)c2cccc(N3C(=O)CCC3=O)c2)sc2c(C)ccc(OC)c21
    5%, 10, 33%, 15%, -3, 0%, -6%, 28%, 13, 5
- CCCN1Cc2cccc(C(=O)NC3CCCC3)c2C1=O
    -1%, 6, -20%, 7%, 2, 1%, 1%, -2%, -15, 3
- CC(C)Cc1nnc(NC(=O)CN2C(=O)C3CCCCC3C2=O)s1 (stereo not given)
    ., 1, 8%, -2%, ., ., ., -1%, -5, -16
- Cc1ccc(-c2csc(-c3c[nH]c4ccccc34)n2)c(C)c1
    9%, 0, -41%[inhibitor], ?, -3, 0%, 8%, -22%, -1, 1
- COCCN1Cc2cccc(C(=O)NC(C)c3cccs3)c2C1=O (stereo not given)
    ?, 0, -27%, 3%, 0, 0%, 1%, -1%, -3, 1
- CC1CCC(N2CCN(S(C)(=O)=O)CC2)CC1 (stereo not given)
    -2%, 1, -2%, 2%, 2, -2%, 1%, -1%, 2, -7
- COc1ccc(NC(=O)CN(c2ccc(C)cc2)S(=O)(=O)c2c(C)nn(C)c2C)cc1
    24%, -6, 8%, 1%, -2, 3%, 3%, -1%, 1, -13
- CCN(c1ccccc1)S(=O)(=O)c1cc(NC(=O)CSc2n[nH]c(=O)[nH]c2=O)ccc1Cl
    -2%, -2, 9%, 1%, 3, -2%, -16%, -4%, -4, -9
- CC(C)c1onc(C(=O)N2CCN(c3ccc(F)cc3)CC2)c1[N+](=O)[O-]
    -7%, 12, -16%, 2%, ., 2%, -2%, -1%, 4, 1
- O=C(N/N=C/c1cccnc1)c1cccc(S(=O)(=O)N2CCCC2)c1
    -25%, -1, -15%, 4%, 2, 0%, 2%, 0%, 5, -8
- CCCCNCCOCCOc1ccc(F)cc1
    -1%, -3, 10%, -2%, -1, -1%, -8%, 6%, 14, 6
- CCN(CC)CCCNC(=O)Cn1ccc2ccccc2c1=O
    -1%, 2, -1%, 6%, 1, 13%, -11%, 6%, 3, -14
- CCc1noc(C)c1C(=O)OCC(=O)NC(=O)c1ccccc1OC
    -1%, 1, -8%, 3%, ., 5%, -1%, 1%, 12, 1
- Cc1ccc(SCC(=O)OCC(=O)N(C)CC(=O)Nc2ccc(F)cc2)cc1C
    ., 18, -23%, -3%, ., ., ., -3%, -9, -25
- O=C(NNC(=O)c1ccccc1F)c1cccc(S(=O)(=O)N2CCc3ccccc32)c1
    ., ., -35%, 5%, ., ., ., -2%, -3, -7
- O=C(c1ccc2c(c1)N(Cc1cccc(Cl)c1)C(=O)c1ccccc1S2(=O)=O)N1CCN(c2ccccn2)CC1
    -3%, 1, 11%, -3%, 1, 0%, ., -1%, -17, 7
- CN(C)c1nc(OCCNC(=O)Nc2ccc(Cl)cc2)nc(N(C)C)n1
    3%, 2, -18%, -1%, 3, 3%, -7%, -6%, 9, 3
- COc1cc(Cl)c(C)cc1NC(=O)c1ccccc1NC(=O)CN1CCOCC1
    30%[activator], ?, ?, -2%, 4, 6%, 0%, -2%, 6, 0
- Cc1ccc(C(=O)Nc2nc3nc(-c4ccccc4)cc(=O)n3[nH]2)cc1
    14%, -5, -16%, 1%, 5, -9%, 0%, -1%, 1, -2
- O=C(COC(=O)CCC(=O)c1cccs1)NCCc1ccccc1
    ., ., -7%, 6%, ., ., ., 1%, 1, -5

Bioassay records as filed in PubChem BioAssay.
